# Assay outcomes deposited in PubChem by Small Molecule Screening Facility, UW Madison.
# SSB-PriA inh: inhibitors of Klebsiella pneumoniae PriA binding to SSB C-terminal tail. AlphaScreen SSBct-PriA binding, biotinylated peptide. inhibition, % at 33 µM. 0.6% of 430,000 active; in the data active = inhibition mostly above about 37%, no sharp cut-off; inactive = mostly below about 20%;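 also: plate controls were negative control peptide for no effect and reference peptide for full effect; strong numbers were not always called active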
# Active calls of the source: *; & = joins results of further samples.
SMILES,SSB-PriA inh
COC(=O)C(=NNc1ccc(C)cc1)N1CCCc2ccccc21,14.3
Cc1cccc(C=NNC(=O)c2ccc(NC(=O)c3ccc(F)cc3)cc2)n1,14.2
CCOc1ccc(-c2nc(CSc3nc(-c4ccccc4)cc(=O)[nH]3)c(C)o2)cc1,-5.0
O=C(NCCOc1ccc(F)cc1)NC1CCCCC1,-1.0
O=C(CSc1ccc(-n2cccn2)nn1)NCc1ccc(F)cc1,1.0
Cn1c(C(F)(F)F)nn(CCNC(=O)CSCc2ccccc2)c1=O,1.0
Cc1nc2ccccc2[nH]1,-13.0&-6.0
Cc1cccc(OCC(=O)NCCN2CCN(c3ccc(F)cc3)CC2)c1,-10.0
COc1ccc(SCC(=O)Nc2cccc(Cl)c2Cl)cc1,-62.0
O=C(Nc1ccc(F)c(Cl)c1)c1cc(N2CCCC2)ncn1,-4.0
CCN1C(=O)c2cccc3c(S(=O)(=O)Nc4ncccn4)ccc1c23,-9.0
COC(=O)c1sc2ccccc2c1NC(=O)c1cc2cccc(OC)c2o1,-16.0
C#C[C@@]1(O)CCC2C3CCC4=CC(=NOCC(=O)NC(CCC(N)=O)C(=O)O)CC[C@]4(C)C3CC[C@@]21C (stereo not given in full),-0.4
O=C(CNC(=O)c1ccc(S(=O)(=O)N2CCCC2)cc1)NN=Cc1ccccc1Cl,-2.5
Cn1c(=O)oc2ccc(S(=O)(=O)NC[C@H](O)c3ccc4c(c3)CCO4)cc21,2.0
O=C(NCC1CCN(Cc2ccccc2)CC1)C(=O)Nc1ccc(F)c(Cl)c1,-2.0
CN1C(=O)C(C)(C)COc2cc(NS(=O)(=O)Cc3ccc(Cl)cc3)ccc21,0.0
CC(C)(C)c1csc(CN2CCN(C(=O)CC3CCCCC3)CC2)n1,-8.0
COc1cc(C=NNC(=O)c2nnn(-c3nonc3N)c2-c2cccs2)ccc1O,-6.0
COc1ccc(C(=O)Nc2nc3c(s2)CCCC3C(=O)NCc2ccccc2OC)cc1 (stereo not given),16.0
CCc1nnc(NC(=O)CSc2ccc3nc(-c4ccccc4)cn3n2)s1,-16.0
COc1ccc(OC)c2c1sc(=NC(=O)/C=C/c1ccccc1Cl)n2C,8.0
COC(=O)c1sc(-c2ccccc2)cc1NC(=O)C1CCN(S(C)(=O)=O)CC1,-1.0
O=C(Cc1cc(-c2ccc(Cl)cc2)on1)Nc1ccc(F)cc1F,-7.0&4.0

# Grouped by structure, the compounds so far with a halogen
SMILES,SSB-PriA inh
Cc1cccc(C=NNC(=O)c2ccc(NC(=O)c3ccc(F)cc3)cc2)n1,14.2
O=C(NCCOc1ccc(F)cc1)NC1CCCCC1,-1.0
O=C(CSc1ccc(-n2cccn2)nn1)NCc1ccc(F)cc1,1.0
Cn1c(C(F)(F)F)nn(CCNC(=O)CSCc2ccccc2)c1=O,1.0
Cc1cccc(OCC(=O)NCCN2CCN(c3ccc(F)cc3)CC2)c1,-10.0
COc1ccc(SCC(=O)Nc2cccc(Cl)c2Cl)cc1,-62.0
O=C(Nc1ccc(F)c(Cl)c1)c1cc(N2CCCC2)ncn1,-4.0
O=C(CNC(=O)c1ccc(S(=O)(=O)N2CCCC2)cc1)NN=Cc1ccccc1Cl,-2.5
O=C(NCC1CCN(Cc2ccccc2)CC1)C(=O)Nc1ccc(F)c(Cl)c1,-2.0
CN1C(=O)C(C)(C)COc2cc(NS(=O)(=O)Cc3ccc(Cl)cc3)ccc21,0.0
COc1ccc(OC)c2c1sc(=NC(=O)/C=C/c1ccccc1Cl)n2C,8.0
O=C(Cc1cc(-c2ccc(Cl)cc2)on1)Nc1ccc(F)cc1F,-7.0&4.0

# New compounds follow
SMILES,SSB-PriA inh
COc1ccc(NC(=O)COc2cccc3c2CCN(Cc2ccc(C)cc2)C3=O)c(OC)c1,6.0
CCN1CCN(C(=O)NCC2(O)CCCc3cc(OC)ccc32)C(=O)C1=O (stereo not given),-17.0
S=c1[nH]c(-c2ccccc2)cn1N=Cc1cccc2ccccc12,-0.7
Cc1cccc(C)c1NC(=S)NN=C1CC2CC=CC12 (stereo not given),-15.4
CO[C@@](C)(CNC(=O)Nc1ccccc1Cl)c1ccccc1F,2.0
O=C(C1CC1)N1CCc2ccc(NS(=O)(=O)c3cccc(F)c3)cc21,8.0
Nc1ccc(Cl)cc1C(=NO)c1ccccc1,3.0
CCCOc1ccnc2c1c(=O)n(Cc1cccc(Cl)c1)c(=O)n2C,-10.0
CNc1ncc(C(=O)OC)s1,-8.0
COc1ccc(-n2c(SCc3nc4ccccc4s3)nnc2-c2cccs2)cc1,0.0&1.0
O=C(Nc1cc(C(F)(F)F)ccc1Cl)C1COc2ccccc2C1 (stereo not given),-28.0
C=CCN1C[C@@H](c2nc3ccccc3n2Cc2c(C)c(C)cc(C)c2C)CC1=O,-5.0
Cc1ccc(Cl)c2sc(N3CCNCC3)nc12,8.0
c1ccc(-c2oc3ncnc(NC4CCCC4)c3c2-c2ccccc2)cc1,-2.0
NC(=O)NN=Cc1sc(N2CCCCC2)nc1-c1cccs1,-16.1
COC1(CNC(=O)C(C)(C)C)Cc2ccccc2C1,-2.0
O=C(c1cnccn1)N1CCCC(c2nnc(-c3cccs3)o2)C1 (stereo not given),-7.0
CSc1cccc(N2C(=O)N(Cc3ccc(Br)cc3F)C3CS(=O)(=O)CC32)c1 (stereo not given),5.0
CC(=NNC(=O)c1ccc(Br)o1)C(C)C,8.7
CS(=O)(=O)N1CCN(C(=O)C2CN(C(=O)c3cccs3)C2)CC1,2.0
O=C(NN=Cc1cccnc1)c1ccc([N+](=O)[O-])cc1,-13.1
COc1cccc(OC)c1C(=O)Nc1ccc2c(c1)CN(C(=O)c1ccco1)CC2,-16.0
O=C(c1ccc(-n2cccc2)cc1)N1CCC(S(=O)(=O)c2ccccc2)CC1,14.0
CC(O)(CNS(=O)(=O)Cc1cc(F)ccc1F)c1ccc2c(c1)OCO2 (stereo not given),-29.0
Cc1c(Cl)cccc1NC(=O)C(=O)NCCN1CCN(c2ccccc2F)CC1,0.0
CCOc1ccc(Br)cc1S(=O)(=O)NCc1ccccn1,-3.0
CC(=O)Nc1ccc(S(=O)(=O)N=C2SCCN2S(=O)(=O)c2ccc(NC(C)=O)cc2)cc1,1.8
CC(=NNc1ccc(C(F)(F)F)cc1[N+](=O)[O-])C1CC1,17.0
O=[N+]([O-])c1ccc(N2CCOCC2)cc1N1CCCC1,19.7
CC(=O)N1CCc2ccc(NC(=O)Cc3cccs3)cc2C1,-5.0
O=C(Cc1cccnc1)N1CC(n2cc(-c3ccccc3)nn2)C1,-5.0
O=C1CCC(=O)N1CNc1ccc(Cl)cc1,3.0
COc1ccc(CCNC(=O)CCn2c(SCC(=O)Nc3cc(C)on3)nc3ccccc3c2=O)cc1OC,-8.0
CC(C)(Oc1ccc(Cl)cc1)C(=O)NCc1ccc(C(=O)c2cccs2)s1,15.0
CCOc1ccc(S(=O)(=O)NCC2COC3(CCCCC3)O2)cc1 (stereo not given),1.0
CCOc1ccc(-c2csc(/C(C#N)=N\Nc3ccc(Br)cc3)n2)cc1,-2.0
O=C(Nc1ccc(SCc2c(F)cccc2Cl)nn1)C1CC1,-14.0&0.0
COc1ccc(Cc2nnc(NN=Cc3ccccc3O)[nH]c2=O)cc1OC,107.7
COc1ccc(S(=O)(=O)NC[C@H]2CCS(=O)(=O)C2)cc1OC,-3.0
O=C(C[C@@H]1C/C=C/C[C@@H](Cc2ccc(F)cc2)C(=O)OC[C@H]2CCCN2C1=O)N[C@H](CO)Cc1ccccc1,-2.2
CCn1ccc(C(=O)Nc2nc(-c3ccc4c(c3)OCO4)cs2)n1,-14.0&1.0
CCOc1ccccc1NC(=O)c1nnn(Cc2nc(-c3cccc(OC)c3OC)oc2C)c1C,-10.0
CCc1ccc(N(C)S(=O)(=O)c2ccsc2-c2nc(-c3ccc(SC)cc3)no2)cc1,-10.0
Cc1ccc(-c2nn(-c3ccccc3)cc2C=Nn2c(-c3cccs3)n[nH]c2=S)cc1,-2.7
Cc1ccc(OCC(=O)Nc2sc3c(c2C(N)=O)CCC3)c(C(C)(C)C)c1,0.0
CCCC(=O)NC(N)=Nc1nc2ccccc2o1,-18.3
O=C(c1ccc(=O)n(Cc2c(F)cccc2Cl)c1)N1CCc2ccccc21,-1.0
CC1(C)C2CCC1(CS(=O)(=O)NCc1ccc(C(=O)c3ccsc3)s1)C(=O)C2 (stereo not given),-24.0
O=C(NCCN1CCOCC1)c1ccc(-n2cccn2)nn1,-4.0
Cc1cc(SCC(=O)N2CCN(C)CC2)nc(SCC(=O)N2CCN(C)CC2)n1,-9.0
COc1cc(C=NNC(=O)c2cccc(C)c2)ccc1OCC(=O)Nc1ccccc1,0.5
Nc1nnc(Cc2ccc3c(c2)OCCO3)o1,12.0
O=C(COc1cccc2cccnc12)NN=C1SCC(=O)N1CCc1ccccc1,-7.2
COc1ccc(C)cc1NC(=O)CSc1ncc(-c2cccc(Br)c2)o1,-24.0
COc1ccc(Cl)cc1NC(=O)C1CCCN1/C=C/C(=O)C(F)(F)F (stereo not given),-20.0
CCOc1ccc(S(=O)(=O)NCC2(c3ccc(F)cc3)CC2)cc1C,-8.0
O=C(Nc1ccc(Br)cc1)N1CCOCC1,2.0
Cn1ncc(Cl)c1C(=O)NN=Cc1ccccn1,14.4
COc1ccccc1NC(=O)N1CCC(CNC(=O)C(=O)Nc2ccccc2SC)CC1,1.0
COc1ccc(-c2noc(-c3c(SC)nn(CC(=O)Nc4cccc(SC)c4)c3N)n2)cc1,5.0
# (more compounds)
SMILES,SSB-PriA inh
COc1ccc(OCC(=O)Nc2sc(C)c(C)c2C#N)cc1,-1.0
COc1cc2ccccc2cc1C(=O)Nc1onc2c1CCCC2,-5.0
CCOc1cccc2sc(N3CCN(C(=O)CCCS(=O)(=O)c4ccc(F)cc4)CC3)nc12,-10.0
COc1ccccc1CCNC(=O)c1csc(NC(=O)Nc2ccccc2)n1,-6.0
Cc1cc(C)c(C)c(S(=O)(=O)NCC(=O)Nc2ccc(F)c(Cl)c2)c1C,-16.0&-3.0
Cc1cc(-n2c(C)nc3ccccc3c2=O)ccc1NS(=O)(=O)c1cc(F)ccc1F,12.0
COc1ccc(/C=C/C(=O)OCc2ccc([N+](=O)[O-])cc2)cc1S(=O)(=O)NCC1CCCO1 (stereo not given),12.0
CCNC(=S)NN=C1CCCCc2ccccc21,10.2
O=C(NCCCS(=O)(=O)N1CCN(c2ccccn2)CC1)c1ccc2c(c1)OCO2,-8.0
CCC(=NNC(=O)Nc1nonc1N)c1ccc(OC)c(OC)c1,-10.2
COc1ccc([C@@H](O)CNC(=O)c2cccc(Br)c2)cc1OC,-8.0
Cn1ccnc1SCC1CCN(C(=O)c2nc3ccccc3s2)CC1,39.0*
CCOc1ccccc1NC(=O)Cn1c(-c2ccncc2)nc(COC)cc1=O,-13.0
COc1cc(C(=O)NC2CCCCC2C)ncn1 (stereo not given),-7.0
COc1cccc(-c2csc(/C(C#N)=C/C=C/c3ccccc3[N+](=O)[O-])n2)c1,13.0
CCOc1ccccc1-c1noc(-c2nnn(-c3cccc(F)c3C)c2C)n1,-19.0
O=C(NCC1(c2cccs2)CCCC1)C1CCCC1,-3.0
O=C(NN=Cc1c(O)n(CCc2ccccc2)c(=O)[nH]c1=O)c1ccncc1,-2.5
CC1Cc2ccccc2N1C(=O)C(C)n1nc(-c2ccccc2)ccc1=O (stereo not given),-11.0
CC(=NNS(=O)(=O)c1ccc([N+](=O)[O-])cc1)c1c[nH]c2ccccc12,7.3
CCOC(=O)c1c(N=Cc2c(O)n(-c3ccccc3F)c(=S)[nH]c2=O)sc2c1CCCC2,7.8
O=C(CCn1nnc2ccccc2c1=O)NCCc1cccs1,-11.0
CSc1ccccc1C(=O)Nc1nnc(-c2cc(Cl)ccc2Cl)o1,-4.0
O=S(=O)(Cc1ccc(Cl)cc1)c1nc2ccccc2nc1N1CCN(c2ccccc2)CC1,-1.0
CC(C)CS(=O)(=O)C1CN(C(=O)Cn2nnc3ccccc32)C1,-5.0
O=C(c1cn(-c2ccccc2)nc1-c1cccc(Br)c1)N1CCCCC1,-7.0
O=C(Cn1nc(S(=O)(=O)c2ccccc2)ccc1=O)Nc1ccc2c(c1)OCO2,-2.0
O=C1C(C(c2ccc(F)cc2)N2CCN(c3ccccc3F)CC2)Sc2ncnn21 (stereo not given),-20.0
Cc1ccc(-c2n[nH]c(=S)n2N=C/C=C\c2ccccc2[N+](=O)[O-])cc1,3.4
O=C(Cc1ccccc1)NN=Cc1ccc2cccc(O)c2n1,3.6
COc1ccc(-c2nnc(-c3cc(OC)c(OC)c(OC)c3)o2)cc1,-6.0
COc1ccc(CC(=O)NCC(c2cccs2)N2CCOCC2)cc1OC (stereo not given),8.0
COCCn1c(SCC(=O)c2ccc(Cl)cc2)nnc1-c1cn(C)nc1OC,-2.0
Cc1ccc(-n2c(-c3ccc(Br)cc3)cnc2SCC(=O)Nc2cc(C)on2)cc1,-7.0
CS(=O)(=O)N1CCCc2ccc(NC(=O)C(=O)NCC3CCCO3)cc21 (stereo not given),5.0
CCOc1cc(-c2ccc(C)cc2)nc2ccc(C(=O)NCCC3=CCCCC3)cc12,-15.0

# Part of the list above, reformatted:
structure | SSB-PriA inh
COc1ccc(-c2nnc(-c3cc(OC)c(OC)c(OC)c3)o2)cc1 | -6.0
COc1ccc(CC(=O)NCC(c2cccs2)N2CCOCC2)cc1OC (stereo not given) | 8.0

# Following part
SMILES,SSB-PriA inh
O=C(c1c[nH]c(=O)n(Cc2cccs2)c1=O)N1CCN(c2ccccc2)CC1,-9.0
CC12CCC3C(CCC4CCCCC43C)C1Cc1sc(N)nc12 (stereo not given),4.0
C/C(Cl)=C/Cn1c(NCCO)nc2c1c(=O)n(C)c(=O)n2C,-12.0
CCOC(=O)CNC(=O)c1c(C(F)(F)F)nn(C2CCCC2)c1C,-34.0
COc1ccc(-c2nn(-c3ccccc3)cc2C=NNC(=S)NC(C)C)cc1OC,18.9
CCOc1ccccc1NC(=O)C(=O)NCC(c1ccc(N(C)C)cc1)N1CCCC1 (stereo not given),31.0
COc1ccc(-c2noc(CS(=O)(=O)c3ccc(Cl)s3)n2)cc1OC,-16.0
COc1ccccc1N1CC(C(=O)Nc2nnc(SCC(=O)N3CCCCCC3)s2)CC1=O (stereo not given),5.0
CC(=NNc1ccccc1C(=O)O)c1ccncc1,-7.4
O=C(COc1ccccc1F)NCC1(Sc2ccccc2)CCOCC1,1.0
Cc1cc(N2CCN(C)CC2)ncn1,1.0
COc1ccc(N2CC(C(=O)NN=Cc3ccccc3)CC2=O)cc1 (stereo not given),-0.5

# The list is partial; rates above refer to the full screens.
